Screens deposited in PubChem BioAssay by several laboratories.
TNAP activation fold: human TNAP enzyme activators, primary screen, biochemical, luminescent, no phosphate acceptor, uHTS (AID 1001); 0.03% of 200,000 active; purified TNAP, luminescent activation assay, no phosphate acceptor; higher activation fold means a stronger effect; one-dose activation fold at 20 µM; EC50 in µM for titrated hits; in the data active = activation fold from about 3, or a potency from the dose series; inactive = the rest, 99 in 100 with activation fold below about 1.6; also: many of its hits are not listed in these tables
MgcRacGAP inhibition: MgcRacGAP GTPase-activating activity inhibitors, confirmation, biochemical, ADP Hunter fluorescence | MgcRacGAP-stimulated Rac1 GTP hydrolysis, ADP Hunter fluorescence; higher % means a stronger effect; GST-tagged Rac1 F28L mutant substrate | inhibition, % at 30 µM; hits with a dose series show IC50 in µM | 0.6% of 340,000 active;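 active = first-screen hits whose inhibition reached a set limit at any dose in the follow-up dose series; inconclusive = inhibition above the set first-screen limit but never retested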;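 also: fluorescence reports GDP produced by GAP-driven GTP hydrolysis; strong numbers were not always called active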
K1F lysis inhibition: protection from phage-mediated lysis, alamar blue read-out – E. coli UTI89, K1F phage, bacterial capsule biogenesis inhibitors (AID 488966) | inhibition, % at 100 µM; hits with a dose series show IC50 in µM | 0.02% of 340,000 active | E. coli UTI89 K1F phage lysis, alamar blue, 2 h; higher % means a stronger effect;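 active = phage lysis inhibition, versus mean bacterial control, above a set limit; inconclusive = no clear call, values can overlap the other calls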;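 also: capsule biogenesis inhibitors block K1F phage lysis so surviving cells raise fluorescence; higher fluorescence means more inhibition of phage lysis; actives were called in the ten point dose series up to 300 µM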
RSV CPE inhibition: inhibition of RSV-induced cytopathic effect – HEp-2 cells, primary 10 µM value included (AID 2391) | HEp-2 cells, RSV-induced CPE inhibition; higher % means a stronger effect | CPE inhibition, % at 10 µM, or IC50 in µM where a hit was titrated | 0.13% of 310,000 active; in the data active = a potency from the dose series; inconclusive = CPE inhibition mostly from about 23% at the one dose, without a potency; inactive = the rest, 99 in 100 with CPE inhibition below about 21%; also: strong numbers were not always called active
NTR1 ag: NTR1-driven beta-arrestin-GFP spot formation – imaging, U2OS cells, high content, primary screen (AID 493036); P30989; agonist mode; activation, % at 20 µM; 0.17% of 330,000 active;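 active = activation at or above 40% of the spot to cytoplasm intensity ratio, with at least 20 cells analyzed; inconclusive = wells under 20 cells, flagged as cytotoxic or low count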;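 also: 0% = DMSO without peptide and 100% = 100 nM NTR1 peptide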
Target sequence (P30989 whole entry, looked up): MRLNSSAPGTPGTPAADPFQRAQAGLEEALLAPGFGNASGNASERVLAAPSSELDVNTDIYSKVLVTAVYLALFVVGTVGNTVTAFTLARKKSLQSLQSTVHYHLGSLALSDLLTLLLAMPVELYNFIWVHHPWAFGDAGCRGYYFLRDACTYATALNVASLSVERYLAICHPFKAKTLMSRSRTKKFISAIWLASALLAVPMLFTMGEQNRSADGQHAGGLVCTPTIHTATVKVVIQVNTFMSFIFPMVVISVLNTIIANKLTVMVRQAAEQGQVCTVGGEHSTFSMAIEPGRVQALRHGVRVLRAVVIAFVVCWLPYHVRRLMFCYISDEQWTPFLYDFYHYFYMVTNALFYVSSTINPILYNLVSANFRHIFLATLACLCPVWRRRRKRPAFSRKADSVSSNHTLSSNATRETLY
Large T inhibition: TAg ATPase/helicase activity blockers – biochemical (AID 1903); 0.39% of 310,000 active; one-dose inhibition, % at 20 µM; IC50 in µM for titrated hits; SV40 large T antigen ATPase/helicase inhibition assay; higher % means a stronger effect; in the data active = a potency from the dose series; inconclusive = inhibition mostly from about 32% at the one dose, without a potency; inactive = the rest, 99 in 100 with inhibition below about 32%; also: strong numbers were not always called active
Salmonella PhoP GFP: inhibitors of PhoP regulon expression, primary screen, Salmonella Typhimurium, GFP reporter (AID 1863). S. Typhimurium PhoP-regulated promoter GFP reporter, 4 h; higher % means a stronger effect. inhibition, % at 50 µM; hits with a dose series show IC50 in µM. 0.16% of 300,000 active;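 active = inhibition over 29.93%, a cutoff 3 SD above the screen mean, later confirmed by dose response; inconclusive = inhibition over 29.93% but no dose response follow-up; inactive = inhibition at most 29.93% or unconfirmed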;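 also: 0% = low Mg2+ inducing control and 100% = high Mg2+ repressing control; strong numbers were not always called active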
Myeloid diff MLP: myeloid differentiation induction; 1% of 360,000 active; ER-HoxA9 myeloid progenitors, lysozyme-GFP differentiation, flow cytometry; calls only at 10 µM;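 active = normalized GFP-positive differentiation at or above the plate's own cutoff, the solvent-only control mean plus 3 SD; inconclusive = no clear call, values can overlap the other calls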;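 also: cells exposed to compound for four days before flow analysis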
T cell HTS: T cell immune modulation candidate; 2C CD8+ T cell-vesicle binding, flow cytometry; stronger effect = lower value; AID 2052; calls only at 7 µM; 0.068% of 330,000 active;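 active = response, share of CD8 T cells binding vesicles, and their 90th percentile fluorescence all below set limits, cut at about 80% in these data, passing the limit was not always enough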
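incubation = binding step 1.5 h, 37 °C, antibody labelling 20 min, ice | test system = 2C mouse CD8+ T cells | read-out basis = percent CD8+ FL2 mean versus row control | controls = Peptide-free naked vesicles (low) and QL9 vesicles with 0.7% DMSO vehicle (high) | detection = flow cytometry of vesicle-bound cells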
T cell HTS vesicle-bound %: recorded beside T cell HTS, whose call it bears; double positive events, %; measured here: CD8+ vesicle-bound cell fraction;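 binding gate set so that unloaded-vesicle control wells show 10% double positive cells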
NTR1 ag cell count 20 µM: further read-out of NTR1 ag, marked with its call; cell count; measured here: cell count, cytotoxicity flag
Myeloid diff MLP GFP+ MAC1+ %: also measured in Myeloid diff MLP; calls as there; GFP+ MAC1+ double positive, %; measured here: differentiation confirmed by MAC1 staining
Starred values were filed as active, the others as inactive; i = inactive; ? = inconclusive; . = not tested or not shown; & = joins results of further samples; [ ] = another dose, or the depositor's remark. Hits appear at their usual frequency. About 2.3% of those tested had a hit in this group.

SMILES	TNAP activation fold	MgcRacGAP inhibition	K1F lysis inhibition	RSV CPE inhibition	NTR1 ag	NTR1 ag cell count 20 µM	Large T inhibition	Salmonella PhoP GFP	Myeloid diff MLP	Myeloid diff MLP GFP+ MAC1+ %	T cell HTS	T cell HTS vesicle-bound %
Cc1ccc(NC(=O)C2CC2)cc1S(=O)(=O)N1CCOCC1	.	3%	-0.5%	.	0.7	68	.	.	i	1.0	i	46
CCOc1ccc(C2=[N+]([O-])C(C)(C)N(O)C2(C)C)cc1	1.1	4%	1.1%	2.2%	-1.6	91	26%	-16%	i	0.2	i	42
CC(Sc1ncc(C#N)c(N)n1)C(=O)Nc1ccccc1 (centres undefined)	1	4%	0.2%	1.9%	-2.4	100	5%	1%	i	1.0	i	64
C=CCOc1ccc(NC(=O)C(=O)NCCCn2ccnc2)cc1	1.1	4%	1.6%	0.6%	-0.3	62	8%	10%	i	1.9	i	14
CCCCn1nnnc1NCc1cccc(OC)c1OC	1.1	3%	-0.3%	2.4%	-0.9	57	15%	1%	i	6.4	i	16
O=C(c1cc(COc2ccc(F)cc2Cl)on1)N(Cc1ccncc1)CC1CCCO1 (centres undefined)	1.1	-1%	-0.2%	-0.6%	0.1	73	5%	1%	i	1.1	i	46
C[C@H](N)c1nnc(SCC(N)=O)o1	.	-9%	-0.5%	2.5%	-0.9	52	9%	-7%	i	0.7	i	47
N=C1C(c2nc3ccccc3s2)=C(O)CN1NC(=O)c1ccc([N+](=O)[O-])cc1	1	14%	-1.4%	.	.	.	2%	3%	.	.	.	.
CCOc1ccc(S(=O)(=O)N2CCC(C(=O)NCCc3ccc(S(N)(=O)=O)cc3)CC2)cc1	.	8%	0.0%	2.4%	0.0	62	9%	1%	i	0.3	i	9
COc1cccc(NC(=O)CSc2cccc[n+]2[O-])c1	.	3%	0.7%[50 µM]	.	0.0	41	.	.	i	0.8	i	9
O=C(COc1ccc(Cl)c2cccnc12)N1CCOCC1	.	7%	0.9%[50 µM]	0.9%	-3.3	40	.	.	i	0.7	i	33
Cc1nnc2ccc(-c3ccc(NS(C)(=O)=O)cc3)nn12	1.1	5%	0.2%	16%	-1.4	75	6%	-1%	i	0.1	i	57
Cc1ccc(S(=O)(=O)N2CCOCC2)cc1C(=O)Nc1ccc(C(N)=O)cc1	.	5%	0.3%	-0.2%	0.5	64	9%	3%	i	0.7	i	36
Cn1c(=O)c([N+](=O)[O-])c(NCCc2ccccc2)c2ccccc21	1	1%	1.3%[50 µM]	2.2%	4.3	48	23%	17%	i	3.0	i	41
CN(CC(=O)Nc1ccc(N2CCOCC2)cc1)CC(=O)Nc1ccc(C(F)(F)F)cc1	1.1	3%	0.2%	2.8%	0.0	70	12%	-2%	i	0.6	i	37
O=C(NCCc1ccc(Cl)cc1)C1CCCO1 (centres undefined)	.	4%	0.2%	0.6%	-2.2	74	4%	2%	i	0.8	i	21
CC(=O)c1ccc(S(=O)(=O)Nc2ccc(-c3cn4c(n3)SCC4)cc2)cc1	1.1	16%	0.5%	1.6%	-0.6	66	8%	-8%	i	1.2	i	43
O=C(Nc1ccc(N2CCOCC2)cc1)Nc1ccc2nsnc2c1	1.1	7%	-1.4%	5.9%	2.1	46	6%	4%	i	0.6	i	39
O=C(CN1C(=O)NC2(CCCCC2)C1=O)N1CCN(C(=O)c2cccs2)CC1	.	4%	0.5%[50 µM]	0.7%	6.1	55	.	.	i	0.2	i	36
CCn1ncc(C2=NOC(C(=O)NCc3ccc(OC)cc3)C2)c1C (centres undefined)	1.1	-4%	-0.4%	2.7%	.	.	-2%	8%	i	5.8	i	15
CCNc1ccc(C(=O)Nc2ccc3nc(C)sc3c2)cc1[N+](=O)[O-]	1	8%	0.2%	12%	1.5	42	9%	-9%	i	0.4	i	43
COc1ccc(NS(=O)(=O)c2ccc3c(c2)CCO3)cc1	.	5%	0.0%	1.9%	-0.9	39	5%	7%	i	0.8	i	12
COc1ccccc1CN(C)C(=O)CN1CCN(CC(=O)Nc2ccccc2Cl)CC1	.	8%	-0.3%[50 µM]	0.6%	-2.6	38	.	.	i	0.5	i	12
O=C(NCCN1CCOCC1)c1csc2c1CCCC2	1.1	8%	2.5%	0.3%	-0.6	44	-1%	4%	i	1.9	.	.
CC(C)NS(=O)(=O)c1ccc(OCC(=O)NCCC2=CCCCC2)cc1	1.1	8%	-1.4%	3.4%	-2.2	49	11%	3%	i	5.1	i	58

(continued)
SMILES	TNAP activation fold	MgcRacGAP inhibition	K1F lysis inhibition	RSV CPE inhibition	NTR1 ag	NTR1 ag cell count 20 µM	Large T inhibition	Salmonella PhoP GFP	Myeloid diff MLP	Myeloid diff MLP GFP+ MAC1+ %	T cell HTS	T cell HTS vesicle-bound %
CCc1nn(C(C)C(=O)N2CCc3ccccc3C2)c(=O)c2cc3occc3n12 (centres undefined)	1.1	13%	0.0%	9.1%	0.6	49	27%	-5%	i	1.3	i	33
CC(=O)O[C@]1(C(C)=O)CC[C@H]2[C@@H]3C[C@H](C)C4=CC(=O)CC[C@]4(C)[C@H]3CC[C@@]21C	1	0%&12%	1.4%&0.6%	9.6%&3.5%	4.4&-1.3	40&53	1%&21%	-2%&11%	i	14&4.7	i	19&21
CCOc1ccccc1/C=N/Nc1ccc(Cl)nn1	.	.	0.4%	1.6%	2.7	93	8%	-3%	i	0.2	i	37
CCOC(=O)Cc1nnc(NC(=O)CSc2ccc(C)cc2)s1	1.1	6%	0.3%	1.8%	0.0	81	8%	-11%	i	1.3	i	33
O=C(CCNC(=O)c1ccc(Cl)cc1)NC1CCCc2ccccc21 (centres undefined)	.	3%	-0.1%[50 µM]	13µM*	-0.3	48	.	.	i	0.6	i	33
CC(=O)Nc1ccc(-c2csc(Nc3ccccn3)n2)cc1	.	17%	0.2%	?	4.5	55	12%	0%	i	0.6	i	33
O=C(COC(=O)Cc1ccc(F)cc1)Nc1ccc2[nH]c(=O)[nH]c2c1	.	5%	1.2%[50 µM]	0.7%	0.0	51	14%	4%	i	0.7	i	57
Cc1cccc(Cn2c(=O)n(CCCC(=O)NCc3ccco3)c(=O)c3ccccc32)c1	1.1	8%	0.5%[50 µM]	-0.5%	0.8	79	10%	1%	i	3.0	i	38
CCc1cc(C(=O)N2CCCC(CO)(Cc3ccc(F)cc3)C2)n(C)n1 (centres undefined)	.	7%	0.0%	1.6%	-0.1	61	12%	-6%	i	1.1	i	4
O=C(NN=Cc1ccc(F)cc1)c1cccc(S(=O)(=O)N2CCCC2)c1	.	6%	0.2%[50 µM]	.	0.8	48	.	.	i	0.5	i	38
Cc1cc(C(=O)CSc2nnc(Nc3ccccc3)s2)c(C)n1CC1CCCO1 (centres undefined)	0.9	8%	-0.7%	?	4.1	59	21%	-8%	i	1.0	i	26
O=C(NCCO)C(=O)NCC1CCCN1S(=O)(=O)c1cccs1 (centres undefined)	.	8%	1.5%[50 µM]	0.5%	1.2	57	17%	-5%	i	1.0	i	43
c1ccc2c(c1)[nH]c1nc3nncn3nc12	1.1	7%	0.4%	8.9%	4.1	43	5%	1%	i	4.0	i	38
COc1ccc(N(C(=O)c2ccccc2)S(=O)(=O)c2cccs2)cc1	1	5%	-0.1%	-0.1%	0.2	101	3%	10%	i	0.3	i	50
Cc1ccc2nc(NC(=O)C3CCCN(S(=O)(=O)c4cccnc4)C3)sc2c1 (centres undefined)	1.1	0%	9.1%	7.7%	-7.9	64	12%	-4%	i	2.3	i	26
COc1cc([N+](=O)[O-])cc(/C=N/NC(=O)C(C)Nc2cccc3ccccc23)c1O (centres undefined)	0.9	13%	-0.1%	7.8%	-0.4	39	10%	25%	i	0.2	i	35
N#C/C(=C(\O)C(F)(F)F)c1nnc2n1CCCCC2	1.1	1%	0.5%	0.1%	-0.7	59	7%	-16%	i	0.1	i	41
O=C(/C=C/c1ccccc1)OCCCN=C1NS(=O)(=O)c2ccccc21	1.1	3%	0.3%	2.2%	0.8	36	6%	-1%	i	0.7	i	45
CC(=O)Nc1c2c(nn1-c1ccccc1C)CS(=O)(=O)C2	.	2%	0.1%	0.1%	-1.1	89	3%	6%	.	.	i	53
CN(Cc1ccccc1)C(=O)CSc1cc(=O)n(C)c2ccccc12	1.1	13%	0.2%	-0.2%	2.8	89	8%	3%	i	0.4	i	41
Cc1cccc(-n2ncc3c(N4CCOCC4)ncnc32)c1	1	2%	0.1%	23%	-0.8	50	-16%	6%	i	2.5	i	0
CC(C)N(C(=O)[C@H]1C[C@H](CC(=O)NC(C)(C)C)C(=O)N2CCc3c([nH]c4cc(-c5ccco5)ccc34)[C@]12C)C(C)C	.	10%	0.3%	.	6.7	65	.	.	i	0.3	.	.
CC(C)OC(=O)CSc1nc(-c2ccc(F)cc2)cc(C(F)(F)F)n1	1	3%	-0.6%	0.4%	-1.8	89	5%	-8%	i	0.4	i	45
O=C(NC1CCC(O)CC1)c1ccc(-c2ccc(Cl)cc2)o1 (centres undefined)	.	10%	0.8%[50 µM]	1.6%	-1.0	49	14%	-2%	i	1.3	i	32
COC(=O)c1sc(NC(=O)/C=C/c2ccc(C)o2)nc1C	1.1	5%	5.9%	3.6%	-1.2	50	26%	-2%	i	0.4	i	22
c1ccc(Oc2ccc(-c3ccnc4nc(N5CCOCC5)nn34)cc2)cc1	1	7%	-1.2%	-0.9%	5.6	56	9%	11%	i	0.1	i	58
O=C(NNC(=S)NCc1ccccc1)c1ccccc1OC(F)F	2.8	-7%	3.4%	2.8%	6.2	42	22%	1%	i	1.3	i	21
Cc1cc(-c2ccc(C)c(S(=O)(=O)NCc3cccc(Br)c3)c2)on1	.	10%	1.6%	22%	4.4	55	9%	2%	i	0.6	i	47
N#Cc1ccc(OCC(=O)OCCCOC(=O)COc2ccc(C#N)cc2)cc1	.	4%	2.4%[50 µM]	0.3%	-0.3	52	-1%	2%	i	1.1	i	60
Cc1ccc(OCC(O)CN2CCOCC2)cc1C (centres undefined)	.	10%	0.3%	1.0%	-1.2	74	12%	2%	i	1.1	i	30

As entered above.
Reading for Cc1cccc(Cn2c(=O)n(CCCC(=O)NCc3ccco3)c(=O)c3ccccc32)c1 under RSV CPE inhibition: -0.5%
Reading for C[C@H](N)c1nnc(SCC(N)=O)o1 under NTR1 ag cell count 20 µM: 52
